Screening data as filed in PubChem.
Rad51 HR inh = human RAD51 strand exchange inhibitors, primary screen, biochemical, fluorescence. DNA repair protein RAD51 homolog 1 (Homo sapiens), Q06609. hRad51 DNA strand exchange, fluorescence dequenching. inhibition, % at 10 µM. 200,000 compounds, 0.085% hits;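 active = inhibition above 40% at the single screening dose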;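 note: 0% = DMSO control wells and 100% = blanks with heterologous ssDNA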
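Test system: preformed human Rad51 ssDNA filaments; also added: Donor/quencher-labelled 47-bp dsDNA substrate; doses: 10 µM final, single point; times: 37 °C 15-min filament assembly, 30-min compound preincubation, 15-min exchange; detection: FRET fluorescence dequenching, excitation 485 nm, emission 520 nm; read-out basis: Fluorescence-based percent inhibition, control- and blank-normalised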
EP2 antag = human EP2 receptor antagonists, primary screen, TR-FRET cAMP, C6 glioma cells; Prostaglandin E2 receptor EP2 subtype (Homo sapiens), P43116; C6 glioma cells expressing human EP2; cells stimulated with saturating PGE2; inhibition, % at 25 µM; 260,000 compounds, 0.52% hits;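 active = percent inhibition above 40 after rounding to a whole number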;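 note: rat C6 glioma host cells with rolipram phosphodiesterase inhibitor present; the protocol text gives 20 µM as final concentration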
Target sequence (P43116 whole entry, looked up): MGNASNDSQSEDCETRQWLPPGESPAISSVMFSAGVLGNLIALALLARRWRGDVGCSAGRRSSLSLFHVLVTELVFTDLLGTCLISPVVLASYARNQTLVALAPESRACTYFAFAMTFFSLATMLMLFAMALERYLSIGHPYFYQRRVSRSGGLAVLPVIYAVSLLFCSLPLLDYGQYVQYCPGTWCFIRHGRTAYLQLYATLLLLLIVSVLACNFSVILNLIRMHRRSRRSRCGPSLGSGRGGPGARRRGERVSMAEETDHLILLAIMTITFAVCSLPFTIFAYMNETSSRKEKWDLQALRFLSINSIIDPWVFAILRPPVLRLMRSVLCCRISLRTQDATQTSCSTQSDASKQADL
Calpain2 inh = inhibitors of pig calpain II, primary screen, biochemical, fluorogenic peptide substrate, 1536-well | purified calpain II, 30 min | AID 1236, 2008 | inhibition, % at 16 µM | 220,000 compounds, 0.37% hits;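 active = inhibition above about 50%, limit read from the data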
Tb hexokinase = Trypanosoma brucei hexokinase 1 inhibitors, primary screen, biochemical, G6PDH-coupled NADH absorbance, MLSCN library; hexokinase 1 [Trypanosoma brucei]; recombinant TbHK1, G6PDH-coupled NADH A340; inhibition, % at 10 µM; 220,000 compounds, 0.11% hits;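 active = inhibition of 50% or more in the single-dose primary screen; inactive = inhibition below 50%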
EP2 mod = EP2 receptor modulators, cAMP readout, primary screen, cell-based, HTRF cAMP, PGE2 stimulation. induction, % at 25 µM. AID 940, 2007. 260,000 compounds, 0.83% hits. EP2-expressing cells, cAMP HTRF FRET, PGE2 co-stimulation;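 active = compounds whose cAMP rise, as percent of the full-agonist control response, exceeds 60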;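 note: rat C6 glioma line stably carrying human EP2 under a CMV promoter; the protocol text gives 20 µM as final concentration; 100% = response of wells given 1 µM PGE2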
Hck-Nef inh = inhibitors of Nef-activated human Hck kinase, primary screen, biochemical, Z-Lyte FRET, 384-well, Hck-YEEI; Tyrosine-protein kinase HCK (Homo sapiens), P08631; Recombinant Hck-YEEI plus Nef, Z-Lyte FRET kinase assay; inhibition, % at 20 µM; 220,000 compounds, 0.68% hits;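 active = Hck-Nef kinase inhibition above about 50%, limit read from the data; inactive = inhibition below that limit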;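 note: 0% = DMSO with Hck plus Nef and 100% = Hck alone without Nef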
Target sequence (P08631 whole entry, looked up): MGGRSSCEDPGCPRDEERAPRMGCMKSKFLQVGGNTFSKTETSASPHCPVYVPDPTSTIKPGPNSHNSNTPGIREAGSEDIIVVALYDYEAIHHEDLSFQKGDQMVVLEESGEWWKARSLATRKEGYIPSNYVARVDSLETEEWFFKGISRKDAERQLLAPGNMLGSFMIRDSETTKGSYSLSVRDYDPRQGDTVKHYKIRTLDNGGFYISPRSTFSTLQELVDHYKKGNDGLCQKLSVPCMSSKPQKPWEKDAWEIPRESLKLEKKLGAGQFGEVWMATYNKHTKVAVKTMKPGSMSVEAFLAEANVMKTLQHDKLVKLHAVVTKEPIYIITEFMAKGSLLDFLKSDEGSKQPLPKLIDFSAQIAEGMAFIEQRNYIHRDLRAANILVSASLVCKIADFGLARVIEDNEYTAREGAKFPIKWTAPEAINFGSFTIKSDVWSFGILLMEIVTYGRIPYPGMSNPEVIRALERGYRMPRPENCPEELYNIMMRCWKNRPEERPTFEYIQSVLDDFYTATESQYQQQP
L929 necroptosis = inhibitors of zVAD-triggered necroptosis, primary screen, L929 cells | 220,000 compounds, 0.38% hits | AID 1377, 2008 | L929 zVAD necroptosis rescue, ATP luminescence, 24 h; with zVAD 60 µM | viability rescue, % at 10 µM;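 active = activation, scaled between plate controls, above about 75%, limit read from the data; inactive = activation under that limit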;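 note: 0% = zVAD with DMSO and 100% = DMSO alone without zVAD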
14-3-3 Bad PPI = inhibitors of 14-3-3 zeta/Bad binding, primary screen, biochemical, TR-FRET, bovine 14-3-3 zeta; 14-3-3 protein zeta/delta (Bos taurus), P63103; TR-FRET 14-3-3zeta/Dy647-pBad peptide displacement, 1 h; inhibition, % at 21.7 µM; 220,000 compounds, 0.71% hits; AID 781, 2007;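 active = inhibition above about 70%, limit read from the data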;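 note: 0% = full 14-3-3 plus peptide FRET controls and 100% = background without 14-3-3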
eIF4E 4G PPI = eIF4E–eIF4G protein interaction inhibitors, primary screen, biochemical, uHTS, TR-FRET, eIF4GI fragment; 220,000 compounds, 0.37% hits; Eukaryotic translation initiation factor 4E (Mus musculus) + Eukaryotic translation …; TR-FRET eIF4E-eIF4GI(517-606) binding, 2 h; inhibition, % at 21.7 µM;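 active = inhibition above about 30%, limit read from the data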;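 note: 0% = full FRET control wells and 100% = background wells lacking eIF4GI fragment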
Active calls of the source: *; [ ] = another dose, or the depositor's remark.

`CCOP(=O)(OCC)c1nc(/C=C/c2ccccc2)oc1NCc1ccc(OC)cc1` gave Rad51 HR inh 8, EP2 antag 11, Calpain2 inh inactive, Tb hexokinase -33, EP2 mod 31, Hck-Nef inh 26, L929 necroptosis 0.7, 14-3-3 Bad PPI -11[fluorescence artefact?] and eIF4E 4G PPI 2.
Screening COc1cccc(/C=N/Nc2nc(Nc3ccccc3)nc(-n3nc(C)cc3C)n2)c1O returned Rad51 HR inh 5, EP2 antag 27, Calpain2 inh -161, Tb hexokinase -20, EP2 mod -34, Hck-Nef inh 3, L929 necroptosis 2.4, 14-3-3 Bad PPI 10 and eIF4E 4G PPI 6.
`Cc1cc(C)c(NC(=S)NCCCSC2CCCCC2)c(C)c1` gave Rad51 HR inh -12, EP2 antag 4, Calpain2 inh 33, Tb hexokinase 14, EP2 mod 15, Hck-Nef inh 9, L929 necroptosis -1.7, 14-3-3 Bad PPI 5 and eIF4E 4G PPI -1.
COc1ccc(Cl)cc1NC(=O)c1ccccc1C was read as Rad51 HR inh 0, EP2 antag 19, Calpain2 inh -18, Tb hexokinase 2, EP2 mod -29, Hck-Nef inh 5, L929 necroptosis -0.1, 14-3-3 Bad PPI -2 and eIF4E 4G PPI 5.
CN(c1ccc(C(=O)N2CCN(c3ccc(F)cc3)CC2)cc1)S(C)(=O)=O was read as Rad51 HR inh -5, EP2 antag 12, Calpain2 inh -17, Tb hexokinase -1, EP2 mod 7, Hck-Nef inh 1, L929 necroptosis 0.1, 14-3-3 Bad PPI -10 and eIF4E 4G PPI 2.
CNc1nc2cc([N+](=O)[O-])c([N+](=O)[O-])cc2nc1NC was read as Rad51 HR inh 0, EP2 antag 13, Calpain2 inh 17, Tb hexokinase -22, EP2 mod -15, Hck-Nef inh 2, L929 necroptosis 4.2, 14-3-3 Bad PPI -9 and eIF4E 4G PPI -1.
Screening C=C(Br)Cn1c(CCC)nc2ccccc21 returned Rad51 HR inh 6, EP2 antag 11, Calpain2 inh 27, Tb hexokinase -4, EP2 mod 12, Hck-Nef inh 2, L929 necroptosis -0.1, 14-3-3 Bad PPI -2[fluorescence artefact?] and eIF4E 4G PPI 5.
COc1cc(C(=O)OCCCN=C2NS(=O)(=O)c3ccccc32)cc(OC)c1OC was read as Rad51 HR inh 0, EP2 antag 3, Calpain2 inh -42, Tb hexokinase -7, EP2 mod -12, Hck-Nef inh 25, L929 necroptosis 1.9, 14-3-3 Bad PPI -14 and eIF4E 4G PPI 3.
`CCN1c2ccccc2-c2nc3ccccc3n2C1c1ccco1` (stereo not given) gave Rad51 HR inh 3, EP2 antag 4, Calpain2 inh inactive, Tb hexokinase -11, EP2 mod 42, Hck-Nef inh 11, L929 necroptosis -0.1, 14-3-3 Bad PPI -2 and eIF4E 4G PPI 0[fluorescence artefact?].
For Cc1[nH]n(C(N)=S)c(=O)c1N=Nc1ccc(S(=O)(=O)N2CCCCCC2)cc1 the results were Rad51 HR inh 1, EP2 antag 8, Calpain2 inh 3, Tb hexokinase -15, EP2 mod -7, Hck-Nef inh 1, L929 necroptosis -0.5, 14-3-3 Bad PPI -21 and eIF4E 4G PPI 4.

At a glance, 5 of the compounds above:
`CCOP(=O)(OCC)c1nc(/C=C/c2ccccc2)oc1NCc1ccc(OC)cc1` gave Rad51 HR inh 8, EP2 antag 11, Calpain2 inh inactive, Tb hexokinase -33, EP2 mod 31, Hck-Nef inh 26, L929 necroptosis 0.7, 14-3-3 Bad PPI -11[fluorescence artefact?] and eIF4E 4G PPI 2.
Screening COc1cccc(/C=N/Nc2nc(Nc3ccccc3)nc(-n3nc(C)cc3C)n2)c1O returned Rad51 HR inh 5, EP2 antag 27, Calpain2 inh -161, Tb hexokinase -20, EP2 mod -34, Hck-Nef inh 3, L929 necroptosis 2.4, 14-3-3 Bad PPI 10 and eIF4E 4G PPI 6.
`Cc1cc(C)c(NC(=S)NCCCSC2CCCCC2)c(C)c1` gave Rad51 HR inh -12, EP2 antag 4, Calpain2 inh 33, Tb hexokinase 14, EP2 mod 15, Hck-Nef inh 9, L929 necroptosis -1.7, 14-3-3 Bad PPI 5 and eIF4E 4G PPI -1.
COc1ccc(Cl)cc1NC(=O)c1ccccc1C was read as Rad51 HR inh 0, EP2 antag 19, Calpain2 inh -18, Tb hexokinase 2, EP2 mod -29, Hck-Nef inh 5, L929 necroptosis -0.1, 14-3-3 Bad PPI -2 and eIF4E 4G PPI 5.
CN(c1ccc(C(=O)N2CCN(c3ccc(F)cc3)CC2)cc1)S(C)(=O)=O was read as Rad51 HR inh -5, EP2 antag 12, Calpain2 inh -17, Tb hexokinase -1, EP2 mod 7, Hck-Nef inh 1, L929 necroptosis 0.1, 14-3-3 Bad PPI -10 and eIF4E 4G PPI 2.

Additional results
For O=C(CSc1cccc[n+]1[O-])c1ccc(-c2ccccc2)cc1 the results were Rad51 HR inh 2, EP2 antag 6, Calpain2 inh -25, Tb hexokinase -3, EP2 mod -38, Hck-Nef inh 15, L929 necroptosis 0.4, 14-3-3 Bad PPI -3 and eIF4E 4G PPI -1.
O=C(NNc1ccccc1[N+](=O)[O-])NC1CCCCC1 was read as Rad51 HR inh 16, EP2 antag 3, Calpain2 inh -14, Tb hexokinase -4, EP2 mod -4, Hck-Nef inh 22, L929 necroptosis 0.4, 14-3-3 Bad PPI -7 and eIF4E 4G PPI 2.
Screening CNc1ncc(C(=O)c2ccc(Cl)cc2)s1 returned Rad51 HR inh -2, EP2 antag 5, Calpain2 inh 28, Tb hexokinase -47, EP2 mod 10, Hck-Nef inh -2, L929 necroptosis 66, 14-3-3 Bad PPI 9 and eIF4E 4G PPI 0[fluorescence artefact?].
Screening COC(=O)c1c(NC(NC(=O)C(C)C)C(Cl)(Cl)Cl)sc2c1CCC2 (stereo not given) returned Rad51 HR inh 4, EP2 antag 6, Calpain2 inh 1, Tb hexokinase 26, EP2 mod 22, Hck-Nef inh 1, L929 necroptosis 1.5, 14-3-3 Bad PPI -8 and eIF4E 4G PPI 14.
For COc1ccc(C2(C(=O)N3CCOCC3)CCCC2)cc1 the results were Rad51 HR inh -5, EP2 antag 10, Calpain2 inh 10, Tb hexokinase -1, EP2 mod 23, Hck-Nef inh 1, L929 necroptosis 0.1, 14-3-3 Bad PPI -8 and eIF4E 4G PPI 2.
Screening COc1cc(OC)c(NC(=O)CCc2nc(-c3ccc(C)cc3)no2)cc1Cl returned Rad51 HR inh -4, EP2 antag 16, Calpain2 inh 31, Tb hexokinase 10, EP2 mod -21, Hck-Nef inh 0, L929 necroptosis 1.9, 14-3-3 Bad PPI -8 and eIF4E 4G PPI -3.
`O=c1c2ccccc2nnn1COc1cccc(Cl)c1` gave Rad51 HR inh -2, EP2 antag 9, Calpain2 inh 17, Tb hexokinase -2, EP2 mod -6, Hck-Nef inh 4, L929 necroptosis 0.3, 14-3-3 Bad PPI -4 and eIF4E 4G PPI -2.
For CC(c1ccncn1)N(C)Cc1nc(Cc2ccccc2F)no1 (stereo not given) the results were Rad51 HR inh 14, EP2 antag 2, Calpain2 inh 1, Tb hexokinase -7, EP2 mod -37, Hck-Nef inh -11, L929 necroptosis 0.9, 14-3-3 Bad PPI -4 and eIF4E 4G PPI 3.
For O=C1NCCN1CCNS(=O)(=O)c1ccc(F)cc1 the results were EP2 antag 5, Calpain2 inh 7, Tb hexokinase -2, EP2 mod 5, Hck-Nef inh -2, 14-3-3 Bad PPI 5 and eIF4E 4G PPI -2.
Screening CNC(=S)N1CCN(c2ccccn2)CC1 returned Rad51 HR inh 11, EP2 antag 7, Calpain2 inh -13, Tb hexokinase 11, EP2 mod 30, Hck-Nef inh 4, L929 necroptosis 1.1, 14-3-3 Bad PPI -12[fluorescence artefact?] and eIF4E 4G PPI 0.
For COC(=O)CN(c1ccc(OC)cc1)S(=O)(=O)c1ccc(OC)c(OC)c1 the results were Rad51 HR inh 3, EP2 antag 8, Calpain2 inh -14, Tb hexokinase 3, EP2 mod 0, Hck-Nef inh 0, L929 necroptosis -0.3, 14-3-3 Bad PPI -3[fluorescence artefact?] and eIF4E 4G PPI -9[fluorescence artefact?].
For C=CCNC(=S)NNC(=O)c1cc(Cl)ccc1OC the results were Rad51 HR inh 19, EP2 antag 9, Calpain2 inh -1, Tb hexokinase 7, EP2 mod -27, Hck-Nef inh 15, L929 necroptosis -0.6, 14-3-3 Bad PPI -3 and eIF4E 4G PPI 4.
For Cc1c(N=C2C=CC(=O)c3ccccc32)c(=O)n(-c2ccccc2)n1C the results were Rad51 HR inh 14, EP2 antag 4, Calpain2 inh -42, Tb hexokinase -1, EP2 mod 8, Hck-Nef inh 51*, L929 necroptosis 37, 14-3-3 Bad PPI -33 and eIF4E 4G PPI 3.
CC(C)(C)NC(=O)C(c1ccncc1)N(C(=O)c1csnn1)c1cccc2ccccc12 (stereo not given) was read as Rad51 HR inh 5, EP2 antag 4, Calpain2 inh 2, Tb hexokinase 0, EP2 mod 19, Hck-Nef inh 24, L929 necroptosis -0.8, 14-3-3 Bad PPI 0 and eIF4E 4G PPI -2.
`N#CC1=C(N)OC2=C(C(=O)CCC2)C1Cc1ccccc1` (stereo not given) gave Rad51 HR inh -1, EP2 antag 6, Tb hexokinase 0, Hck-Nef inh 0 and L929 necroptosis -0.2.
Cc1oc(-c2ccccc2)nc1C(=O)Nc1nccs1 was read as Rad51 HR inh -1, EP2 antag 9, Calpain2 inh -44, Tb hexokinase 7, EP2 mod 7, Hck-Nef inh 2, L929 necroptosis 0.5, 14-3-3 Bad PPI -8 and eIF4E 4G PPI 3.
Screening COc1ccc(CNc2nn[nH]n2)cc1OC returned Rad51 HR inh 4, EP2 antag 8, Calpain2 inh -44, Tb hexokinase 1, EP2 mod 14, Hck-Nef inh 1, L929 necroptosis 0.0, 14-3-3 Bad PPI 1[fluorescence artefact?] and eIF4E 4G PPI -6.
Screening COc1ccc(/C=C/C(=O)NC(=S)N2CCN(c3ccccn3)CC2)cc1OC returned Rad51 HR inh 7, EP2 antag 10, Calpain2 inh -20, Tb hexokinase -34, EP2 mod -69, Hck-Nef inh 16, L929 necroptosis -1.7, 14-3-3 Bad PPI -4 and eIF4E 4G PPI 4.
Screening Clc1cccc(CN2CCN(Cc3nc(CCc4ccccc4)no3)CC2)c1 returned Rad51 HR inh 2, EP2 antag 8, Calpain2 inh 5, Tb hexokinase 3, EP2 mod -11, Hck-Nef inh 15, L929 necroptosis 0.0, 14-3-3 Bad PPI -3 and eIF4E 4G PPI 0.
Screening Cc1ccc(-c2n[nH]c(=S)n2Cc2ccccc2)cc1 returned Rad51 HR inh 5, EP2 antag 5, Calpain2 inh -8, Tb hexokinase 3, EP2 mod 30, Hck-Nef inh 1, L929 necroptosis 0.1, 14-3-3 Bad PPI -6 and eIF4E 4G PPI 0.

An excerpt (hit frequency here may not be typical).
